KB-3-1 tox: kills parental KB-3-1 adenocarcinoma cells; KB-3-1 viability, CellTiter-Glo ATP luminescence, 72 h; Potency, µM (doses to about 46.1 µM), without a hit: at the highest dose activity change, negative = cytotoxic, hits mostly cytotoxic; 400,000 tested, 1.4% active; AID 1347075; further: potency means the concentration at half of the fitted maximal effect; on the % scale 0 is the no-effect control and ±100 the full control effect; nearly all actives have a fitted effect of over 60% in size
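Parental KB-3-1 viability, qHTS format: 72 h compound exposure, 37 °C; CellTiter-Glo; media-only wells and DMSO plates as controls; concentration-effect fits on corrected data.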
MCF10A rerep: induces DNA re-replication in MCF 10a normal breast cells. MCF 10A DNA re-replication, Hoechst nuclear intensity, 48 h. Potency, µM (titrated, usually from 46.1 µM), for inactives: top-dose activity, positive = re-replication, most hits filed as activators. 350,000 tested, 2.9% active. AID 624296; further: potency means the concentration at half of the fitted maximal effect; % of control where 0% means no effect; nearly all actives have a fitted effect of over 50% in size
ATXN2 expr inh: reduces ATXN2 reporter expression in HEK-293 cells; Potency, µM (series often up to 57 µM), inactives show at the highest dose activity change, negative = inhibition, most hits filed as inhibitors; AID 1745845; 360,000 tested, 0.72% active; HEK-293 ATXN2-luciferase reporter, luminescence, 24 h; further: potency means the concentration at half of the fitted maximal effect; on the % scale 0 is the no-effect control and ±100 the full control effect; nearly all actives have a fitted effect of over 55% in size
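ATXN2-luciferase reporter cells (luciferase flanked by upstream and downstream ATXN2 gene portions) were treated 24 h at 37 °C with compounds at up to 57 uM. SteadyGlo luminescence gave expression; GF-AFC fluorescence gave viability.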
SW480 rerep: inducers of DNA re-replication in SW480 colon cancer cells; SW480 DNA re-replication, Hoechst DNA content imaging, 48 h; Potency, µM (highest dose often 46.1 µM), without a hit: top-dose re-replication activation, actives largely listed as activators; 340,000 tested, 1.8% active; AID 624297; further: potency means the concentration at half of the fitted maximal effect; % of control where 0% means no effect; nearly all actives have a fitted effect of over 55% in size
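250 cells/well; 23 nL cpd via pin tool; 48 hr, 37 C, 5% CO2; Hoechst 40 min; imager read of total nuclear intensity, ex 405/em 500-530 nm.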
HT1080-NT tox: kills 2HG-producing HT-1080-NT fibrosarcoma cells; HT-1080-NT fibrosarcoma viability, CellTiter-Glo ATP luminescence, 48 h; Potency, µM (doses to about 46.1 µM), for the others: at the top dose activity, negative = less viability, hits mostly cytotoxic; 360,000 tested, 1.6% active;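 further: NT is the 2HG producing partner of a matched IDH1 knockdown line; potency means the concentration at half of the fitted maximal effect; 0% = DMSO-treated cells and -100% = media-only wells without cells; nearly all actives have a fitted effect of over 55% in size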
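Viability of the 2HG-overproducing fibrosarcoma line after 48 hours of compound exposure at 37 degrees C was determined by luminescence with CellTiter-Glo, and concentration-effect curves were then fitted and categorized.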
HepG2 viability: kills HepG2 cells in TGF-b inhibitor counter-screen. Potency, µM (series often up to 46.1 µM), inactives show top-dose activity change, negative = cytotoxicity, usual class: cytotoxic. 410,000 tested, 0.76% active. HepG2 CAGA-GFP viability, ATP luminescence, 18 h; further: potency means the concentration at half of the fitted maximal effect; some results filed as inactive show a strong effect at the top dose
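CellTiter-Glo luminescence gave cytotoxicity after 18 hours at 37 degrees C. The cells were HepG2 CAGA-GFP in 1% FBS DMEM, stimulated with 500 pg/mL TGF-beta after compound addition. %Activity was normalised to no-cell wells (complete cell-killing) and DMSO (no toxicity), and curves were fitted and classified.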
IL-1B inflam inh: inhibitors of inflammasome signaling (IL-1 beta secretion); THP-1 LPS/ATP IL-1B secretion, AlphaLISA, 16 h; stronger effect = lower value; activity change, % at 57.5 µM; 360,000 tested, 4.7% active; AID 743279; in the data active means activity change below about -50%; inconclusive means mostly about -30% to -49%; further: on the % scale 0 is the no-effect control and ±100 the full control effect
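Secreted IL-1B measured by AlphaLISA bead assay after 16 h compound exposure of THP-1 cells; compounds (final up to 57.5 uM) added 1 h before LPS (250 ng/mL) and ATP (1.25 mM) stimulation; lower signal means less secretion.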
S2 tox: cell viability loss in ATXN counter-screen | AID 651635 | 400,000 tested, 0.49% active | S2 cells (HEK-293 line with an ATXN2-luciferase reporter) viability, CellTiter-Fluor protease fluorescence, 24 h | Potency, µM (series often up to 56.7 µM), actives largely listed as cytotoxic; further: potency means the concentration at half of the fitted maximal effect; nearly all actives have a fitted effect of over 40% in size
HT1080 IDH1KD tx: toxicity to HT-1080 IDH1 knockdown cells (counter line); HT-1080 IDH1 knockdown viability, ATP luminescence, 48 h; Potency, µM (titrated, usually from 46.1 µM), without a hit: top-dose activity, negative = toxicity, usual class: cytotoxic; 360,000 tested, 2% active; AID 686971;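 further: potency means the concentration at half of the fitted maximal effect; 0% = DMSO wells and -100% = cell-free medium wells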
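HT-1080-IDH1KD cells (IDH1 knocked down), 750/well in RPMI with 5% FBS, treated with compound 48 h at 37 degrees C. Viability by CellTiter-Glo luminescence, normalised to DMSO and no-cell wells; concentration-response curves classed.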
Numbers without * were called inactive; i = inactive; ? = inconclusive; . = no result given; [ ] = remark or other dose. Unless noted, the call rests on the fitted dose curve; in most records, active means well fitted curve in the direction sought with a large enough effect; inconclusive means small, poorly fitted or top-dose-only effect, or another doubt; inactive means no such curve, though single readings can be large; an effect the other way counts as inactive or inconclusive.

SMILES	KB-3-1 tox	MCF10A rerep	IL-1B inflam inh	HT1080-NT tox	HT1080 IDH1KD tx	HepG2 viability	SW480 rerep	ATXN2 expr inh	S2 tox
O=C1CCc2cc(NS(=O)(=O)c3ccc([N+](=O)[O-])cc3)cc3c2N1CC3	0%	0%	26	-5%	-2%	0%	10%	5%	i
CCOC(=O)CNS(=O)(=O)c1c(C)noc1C	12%	1%	23	17%	7%[9.24 µM]	2%	-6%	9%	i
O=C(c1ccccc1C(=O)N1CCN(c2ccc(F)cc2)CC1)N1CCN(c2ccc(F)cc2)CC1	-19%	-15%	-4	-7%	-11%	-1%	4%	-18%	i
CCOC(=O)c1[nH]c2ccccc2c1NC(=O)C1CCCC1	6%	1%	-2	0%	1%	-23%	4%	-4%	i
CCN(CC)CCCNc1nc2ccccc2[nH]1	2%	-2%	13	1%	12%	-13%	-3%	6%	i
Cc1ccc(/C=N/NC(=O)c2ccc3ccccc3c2)s1	5.8µM*	4.6µM*	47	?	2.3µM*	-3%	4.1µM*	12%	i
CCOC(=O)CSc1nc2sc3c(c2c(=O)n1C1CCCCC1)CCN(C)C3	17%	?	7	-24%	-27%	-15%	-3%	-6%	i
COCCNc1ccc2cc(S(=O)(=O)N3CCCCC3)ccc2n1	4%	.	.	.	.	-12%	.	-1%	i
CCOC(=O)c1cccc(Nc2c3c(nc4ccccc24)CCC3)c1	-27%	.	.	.	.	-40%	.	?	?
CCCCc1cc(=O)oc2c(C)c(OCC(=O)NCC3CCC(C(=O)O)CC3)ccc12 (stereo unspecified)	0%	?	10	0%	-4%	-6%	13%	0%	i
O=C(NCCC1=CCCCC1)c1cccc2c1C(=O)N(C1CCCCC1)C2	-10%	3%	-22	0%	-2%	0%	9%	1%	i
CCn1cc(C(=O)NC(C)c2ccccc2)c(=O)c2cc(S(=O)(=O)N3CCc4ccccc4C3)ccc21 (stereo unspecified)	18%	.	.	.	.	-15%	.	-4%	i
CCOC(=O)C1CCN(C(=O)Cn2cnc3sc(C)c(S(=O)(=O)N4CCCCC4)c3c2=O)CC1	18%	-1%	-11	9%	11%	20%	-7%	5%	i
CSc1ccccc1C(=O)N1CCc2ccccc2C1	26%	0%	17	-3%	-15%	-1%	1%	16%	?
CC(=O)OCCOCn1cnn2c(=O)c(Br)c(C)nc12	2%	-5%	-3	24%	4%	3%	-1%	3%	i
O=C(Nc1cc2c3c(c1)CC(=O)N3CCC2)C1CCCCC1	4%	2%	-2	-2%	-14%	6%	-8%	-11%	i
O=C(NCC1COc2ccccc2O1)c1cc(S(=O)(=O)N2CCOCC2)ccc1F (stereo unspecified)	0%	-1%	-1	-10%	-5%	2%	-53%[inhibitor]	-2%	i
S=C1NC2(CCCCC2)Nc2ccccc21	0%	-5%	12	0%	-3%	-7%	-22%	2%	i
COC(=O)/C(=C\Nc1cccc(Cl)c1C)c1ncc(C(F)(F)F)cc1Cl	5%	0%	-5	17%	10%	14%	-6%	-4%	i
CC1CCCCC1NC(=O)CCCn1c(=S)[nH]c2ccccc2c1=O (stereo unspecified)	-15%	3%	11	-6%	-23%	-11%	-4%	-9%	i
CN1/C(=C\P(=O)(N(C)C)N(C)C)C(C)(C)c2ccccc21	-27%	3%	-11	?	?	-33%	?	?	i
O=C(COc1ccccc1)N1CCN(c2ccccc2)CC1	-2%	0%	8	8%	16%	11%	-12%	-11%	i
COC(=O)c1cccc(NC(=O)CN2CCc3ccccc3C2)c1	6%	10%	32	12%	13%	3%	-8%	-28%	i
Cc1cccc(C(=O)Nc2scc(CC(C)C)c2C(=O)O)c1	?	?	16	-9%	-18%	-24%	1%	1%	i
Cc1ccc(Cl)cc1-n1ncc2c(N3CCN(Cc4ccccc4)CC3)ncnc21	?	.	.	.	.	1%	.	16µM*	18µM*
CCOC(=O)c1sc(=NC(=O)c2ccco2)n(C)c1C	3%	6%	56	-4%	-6%	-21%	-3%	65%[activator]	i
CC(C)C[C@@H](CN)NC(=O)c1nc[nH]c1C(=O)N[C@@H](Cc1c[nH]c2ccccc12)C(=O)CNC[C@H](C)NC(=O)c1nc[nH]c1C(=O)N[C@@H](C)C(=O)O	1%	-5%	18	4%	0%	0%	-16%	-1%	i
CCOc1ccc(Nc2c(S(=O)(=O)c3ccc(C)cc3)cnc3ccc(OC)cc23)cc1	-1%	.	.	.	.	-32%	.	-26%	i
O=CN1CCN(C(=O)c2cccc([N+](=O)[O-])c2)CC1	14%	-1%	3	6%	-1%	3%	-3%	-4%	i
Cc1ccc(CSCC(=O)NCCc2ccccc2)cc1	-3%	0%	-12	-1%	3%	5%	-7%	30%	i
O=C(Nc1ccc2c(c1)OCO2)c1cc(C2CCCN(C(=O)CCc3ccccc3)C2)on1 (stereo unspecified)	-1%	.	-3	-29%	?	-3%	.	-6%	?
O=C(NC1CCCCC1)C(c1ccc(F)cc1)N(Cc1ccco1)C(=O)c1ccccn1 (stereo unspecified)	1%	-2%	-8	-6%	0%	-6%	?	-12%	i
CCc1ccc(S(=O)(=O)NCc2cccn2Cc2cccc(C)c2)cc1	6%	.	.	.	.	-100%	.	?	?
Cc1ccc(N2CC(C(=O)Nc3ccc(S(=O)(=O)Nc4nccs4)cc3)CC2=O)cc1C (stereo unspecified)	8%	-4%	6	22%	11%	-5%	-1%	2%	i
CN(CC(=O)Nc1ccc(N2CCOCC2)cc1)C(=O)CSc1ccc(Br)cc1	1%	6%	1	-2%	-7%	-8%	-1%	-12%	i
CCCN(C)C1CN(Cc2cn(Cc3cccc(C(F)(F)F)c3)nn2)S(=O)(=O)C1 (stereo unspecified)	9%	.	3	12%	7%	.	.	6%	i
CSC1=NCCN1C(=O)c1ccco1	21%	2%	5	-2%	7%	12%	1%	8%	i
O=C(O)COc1ccccc1/C=N/NC(=O)CSc1nc2ccccc2s1	13%	-12%	23	-2%	-1%	10%	-3%	4%	i
Nc1c(C(=O)NCC2CCCO2)c2nc3ccccc3nc2n1-c1ccccc1 (stereo unspecified)	-6%	?	0	?	?	-13%	?	-7%	.
CCOc1ccc2oc(C(=O)OCC(=O)NCc3ccc(OC)cc3)c(C)c2c1	7%	?	41	-18%	0%	-22%	2%	11%	i
O=C(Nc1ccc(F)c(F)c1)c1ccc(=O)n(Cc2ccc(F)cc2)c1	-5%	.	.	.	.	-2%	.	-18%	i
O=C(NCCCN1CCCC1=O)c1ccccc1NS(=O)(=O)c1ccc(Br)cc1	15%	0%	29	3%	6%	-29%	-11%	2%	i
Cc1ccc(CCNS(=O)(=O)c2ccc3c(c2)C(C(C)C)C(=O)N3)cc1 (stereo unspecified)	-21%	.	.	.	.	-40%	.	-34%	i
Cc1ccc(C)c(OCCCCN2CCCCC2)c1	?	?	?	9%	6%	-1%	5%	-22%	i
Fc1ccc(Nc2nc3ccccc3c3nncn23)c(Cl)c1	13%	.	.	.	.	-5%	.	14%	i
N#Cc1ccc(C23CC4(C2)[C@H](CN(Cc2ccc(-c5ccccc5)cc2)[C@@H]4c2ccccc2)C3c2ccccc2)cc1 (stereo partly specified)	2%	?	-6	7%	6%	-1%	-31%[inhibitor][9.22 µM]	-7%	i
O=C(NCc1cccnc1)c1c(F)c(F)c(F)c(F)c1F	16%	19%	2	8%	10%	2%	-3%	12%	i
O=C(NC(=O)N1CCCc2ccccc21)c1ccccc1	0%	0%	26	8%	3%	-2%	-3%	-1%	i
CCc1ccc(N(CC(=O)Nc2nc3ccc(C)cc3s2)S(=O)(=O)c2c(C)noc2C)cc1	?	?	?	?	?	-86%	?	-38%	?
COc1ccccc1NS(=O)(=O)c1cccc(C(=O)N/N=C/c2cn(-c3ccccc3)nc2-c2ccccc2)c1	?	16%	-4	?	-11%	-2%	?	-15%	?
CC(=O)c1ccc(NC(=O)CN2CCC(C(=O)c3ccc4c(c3)OCCO4)CC2)cc1	1%	-2%	0	1%	-13%	-7%	?	-14%	?
CCc1ccccc1NC(=O)N(C)CCc1c(C)nn(C)c1C	-5%	.	.	.	.	4%	.	7%	i
C/C(=N\NC(=S)NCCc1ccccc1)c1cccc(Br)c1	-8%	16%	34	-3%	0%	-13%	-4%	-8%	i
Cc1cc(C)nc(NC(=NCCc2c[nH]c3ccccc23)NC(=O)Nc2ccc(Cl)cc2)n1	-21%	28%	-28	-13%	?	-35%	19%	-8%	i
CCN1C(=O)[C@@H]2[C@@H](c3ccc(-c4ccc5c(c4)OCO5)c(OC)c3)N3CCCC[C@@]3(C(=O)OC)[C@@H]2C1=O	-12%	-2%	17	5%	-2%	-11%	20%	2%	i
CC(Nc1ccc(F)cc1F)C(=O)NC(=O)NC1CCCCC1 (stereo unspecified)	18%	1%	32	-3%	0%	-10%	-3%	10%	i
O=c1c(-c2ccccc2)n[nH]c2ccccc12	-5%	3%	2	-1%	1%	0%	-4%	51%[activator]	i
Cc1ccc(S(=O)(=O)n2ccc3c(OCCOCCSCC(NC(=O)OC(C)(C)C)C(=O)O)cccc32)cc1 (stereo unspecified)	-3%	?	42	-27%	-19%	-19%	-9%	0%	i

Limited to SW480 rerep (two entries from above):
mol | SW480 rerep
O=C(NC(=O)N1CCCc2ccccc21)c1ccccc1 | -3%
CCc1ccc(N(CC(=O)Nc2nc3ccc(C)cc3s2)S(=O)(=O)c2c(C)noc2C)cc1 | ?

Bioassay records deposited in PubChem BioAssay by National Center for Advancing Translational Sciences (NCATS).
